# Screens (PubChem BioAssay)
# SR-BI DiI inh = inhibitors of mouse SR-BI mediated HDL lipid uptake. Q61009. ldlA[mSR-BI] CHO cells, DiI-HDL uptake fluorescence, 3 h. inhibition, % at 12.5 µM. hit rate 0.96% among 320,000. AID 488896;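 active = mean replicate inhibition of at least 70% and a set share of replicates each scoring 70 or more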;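 also: 0% = median of neutral control wells and 100% = median of positive control wells; values of inactives mirror those of a sister screen read the other way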
# Target sequence (Q61009 whole entry, looked up): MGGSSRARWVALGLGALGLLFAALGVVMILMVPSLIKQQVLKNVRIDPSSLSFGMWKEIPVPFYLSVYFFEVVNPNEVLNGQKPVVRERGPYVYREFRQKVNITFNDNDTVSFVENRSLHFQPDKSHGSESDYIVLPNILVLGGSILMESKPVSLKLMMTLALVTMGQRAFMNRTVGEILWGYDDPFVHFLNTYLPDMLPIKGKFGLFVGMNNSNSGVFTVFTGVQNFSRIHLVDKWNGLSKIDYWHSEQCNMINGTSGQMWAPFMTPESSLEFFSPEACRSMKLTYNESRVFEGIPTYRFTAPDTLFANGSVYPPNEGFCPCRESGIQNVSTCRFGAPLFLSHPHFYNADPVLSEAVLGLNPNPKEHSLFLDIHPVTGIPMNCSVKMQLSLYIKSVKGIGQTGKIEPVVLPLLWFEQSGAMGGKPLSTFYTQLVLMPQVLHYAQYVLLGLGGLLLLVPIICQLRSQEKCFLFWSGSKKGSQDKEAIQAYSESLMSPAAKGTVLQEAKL
# phage Ecoli inh = E. coli growth loss with phage present | growth absorbance | inhibition, % at 11.9 µM | hit rate 0.26% among 360,000 | AID 651602; in the data active = inhibition above about 11%
# SR-BI uptake up = activators of SR-BI mediated HDL lipid uptake. CHO ldlA[mSR-BI] cells, DiI-HDL uptake fluorescence, 3 h; 100 = double the neutral-control signal. activation, % at 12.5 µM. hit rate 0.096% among 320,000. AID 504775;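 active = mean replicate activation of at least 60% and every replicate at or above 60%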;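 also: 0% = median plate neutral-control signal and 100% = twice that signal; values of inactives mirror those of a sister screen read the other way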
#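 Material: SR-BI-overexpressing, LDLR-lacking CHO cells | Dosing: Single compound concentration, delivered by pin transfer | Probe or stimulus: Labelled HDL, 10 µg/mL | Signal: Bottom-read cell fluorescence after medium removal, ex 550/em 595 nm | Schedule: 3 h, 37 °C | Evaluation: HDL uptake via cellular fluorescence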
# CAL PDZ FP-1 = inhibitors of human CAL PDZ peptide binding; AID 504414; Q9HD26; hit rate 0.02% among 330,000; inhibition, % at 20 µM; purified CAL PDZ, TMR-peptide fluorescence polarization, 1 h;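 active = highest replicate inhibition of at least 40%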;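 also: plate controls were DMSO neutral control wells for no effect and unlabeled competitor peptide control wells for full effect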
#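 System: tagged CAL PDZ domain. Schedule: 1 h room-temperature incubation prior to read. Signal: fluorescence polarization (mP). Measure: percent inhibition from loss of millipolarization.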
# MITF act = activators of MITF-driven TRPM1 promoter activity in SK-MEL-5 cells; activation, % at 12.5 µM; SK-MEL-5 TRPM1-promoter luciferase, 24 h; % of positive control, neutral wells = 0; hit rate 0.75% among 300,000;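 active = mean activation of at least 80% with every replicate also reaching 80%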;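 also: 0% = neutral control wells and 100% = parthenolide positive control wells; values of inactives mirror those of a sister screen read the other way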
# CAL PDZ FP-2 = blocks peptide binding to the human CAL PDZ domain | purified CAL PDZ, TMR-peptide fluorescence polarization, 1 h | Q9HD26 | inhibition, % at 24.9 µM | hit rate 0.92% among 300,000 | AID 602252;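 active = mean inhibition of at least 30% with at least half of replicates also reaching 30%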;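 also: 0% = DMSO neutral control and 100% = excess unlabeled competitor peptide PRC23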
# AddAB inh = less growth of phage-infected E. coli with AddAB; inhibition, % at 11.9 µM; AID 435030; hit rate 0.29% among 330,000; E. coli expressing H. pylori AddAB, absorbance growth; in the data active = inhibition above about 12%;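 also: 0% = vehicle wells of infected cells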
# Tat transport = E. coli Tat transport inhibition; E. coli MC4100 TorA-mCherry Tat export, fluorescence; inhibition, % at 10 µM; hit rate 0.036% among 340,000; AID 488895;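 active = mean replicate inhibition at least 50% and at least half of replicates individually reaching 50%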;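 also: exported cargo escapes ClpAP degradation while cytoplasmic cargo is degraded and loses fluorescence; 0% = median of neutral control wells and 100% = median of NaSCN control wells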
# Ecoli viability = bacterial growth inhibition, counter-screen for AddAB inhibitors; E. coli V3065 growth, OD600 absorbance, 18 h; inhibition, % at 11.9 µM; hit rate 0.27% among 330,000;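 active = inhibition above the campaign's mean inhibition across all tested compounds plus 3 SD, cut at about 9.9% in these data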;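 also: uninfected addAB+ strain grown without phage in ampicillin broth; 0% = DMSO wells and 100% = ciprofloxacin 0.95 µg/ml wells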
# Wnt act = activators of Wnt/beta-catenin signaling. hit rate 1.2% among 300,000. activation, % at 9.35 µM. Wnt/beta-catenin reporter cell assay, activator, plate reader; in the data active = activation above about 30%, passing the limit was not always enough;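 also: 0% = neutral control wells and 100% = positive control wells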
# An asterisk follows results filed as active; · = not tested or not shown.
SMILES,SR-BI DiI inh,phage Ecoli inh,SR-BI uptake up,CAL PDZ FP-1,MITF act,CAL PDZ FP-2,AddAB inh,Tat transport,Ecoli viability,Wnt act
Cc1cc(C(=O)COC(=O)CC2Sc3ccccc3NC2=O)c(C)n1-c1ccc(Br)cc1 (centres undefined),12,2.7,-12,-1.5,-19,-8,-0.3,-2,0.9,2
CN(C)Cc1ccccc1Sc1cccc2ccccc12,11,3.2,-11,0.2,-3,-5,4.3,-1,1.0,0
N#Cc1c(Nc2ccccc2)c(C=O)c[nH]c1=O,2,2.0,-2,2.1,-3,1,-2.2,5,-0.2,2
CC1=C(C(=O)OCc2ccccc2)C(/C=C/c2ccccc2)N2C(=O)CCSC2=N1 (centres undefined),-18,1.8,18,-0.5,6,-2,4.1,-6,0.0,·
CC1(C)Cc2nc3oc4c(NCCCN5CCOCC5)ncnc4c3cc2CO1,-7,0.2,7,-0.6,-11,1,7.1,-4,-0.3,0
COC(=O)c1cccc([N+](=O)[O-])c1CS(=O)(=O)c1ccc(C)cc1,1,0.5,-1,22,10,-1,-0.7,-2,-1.9,-1
C[N+]1(C)CC2=Cc3ccccc3CC2C1 (centres undefined),-3,1.4,3,-0.5,2,5,5.5,-4,1.7,-5
CCc1nnc(NC(=O)CSc2nc3ccc(OC)cc3[nH]2)s1,-7,2.5,7,-0.4,4,-2,2.6,-11,-0.3,-8
O=C(c1cccs1)N1CCCc2ccccc21,6,4.2,-6,-1.1,-3,·,-0.3,6,-1.4,0
COc1ccc(NCc2nnc(SCC(=O)c3ccc(C)cc3)o2)cc1,-2,-1.2,·,-0.7,2,-2,-2.5,5,-0.3,6
COc1ccc(S(=O)(=O)N(Cc2ccccc2)c2ccccc2C(=O)Nc2ccccc2C(=O)NCc2ccco2)cc1,·,2.5,·,-0.3,-6,-6,3.1,8,3.0,·
Cc1nc(Oc2ccc(Cl)cc2)c2oc3ccccc3c2n1,-21,3.0,21,-1.3,-5,-2,0.7,-7,0.8,-6

# Retrieved by compound from the list above:
SMILES,SR-BI DiI inh,phage Ecoli inh,SR-BI uptake up,CAL PDZ FP-1,MITF act,CAL PDZ FP-2,AddAB inh,Tat transport,Ecoli viability,Wnt act
N#Cc1c(Nc2ccccc2)c(C=O)c[nH]c1=O,2,2.0,-2,2.1,-3,1,-2.2,5,-0.2,2
CN(C)Cc1ccccc1Sc1cccc2ccccc12,11,3.2,-11,0.2,-3,-5,4.3,-1,1.0,0
CC1=C(C(=O)OCc2ccccc2)C(/C=C/c2ccccc2)N2C(=O)CCSC2=N1 (centres undefined),-18,1.8,18,-0.5,6,-2,4.1,-6,0.0,·

# (listing goes on)
SMILES,SR-BI DiI inh,phage Ecoli inh,SR-BI uptake up,CAL PDZ FP-1,MITF act,CAL PDZ FP-2,AddAB inh,Tat transport,Ecoli viability,Wnt act
O=C(O)CCC(=O)Nc1ccc(-c2nnc(-c3ccco3)o2)cc1,-4,2.2,4,-0.8,0,·,-1.6,1,-1.5,0
Cc1ccc(NC(=O)C(C)Sc2nc3nc(C)cc(C)n3n2)cc1 (centres undefined),-6,1.8,6,-0.4,8,·,1.6,6,3.3,-2
O=C(c1ccco1)N1CCN(C2CC(=O)N(c3ccccc3)C2=O)CC1 (centres undefined),-7,1.8,7,-0.2,-2,-1,-1.5,7,-0.6,-5
Cc1cc(NC(=O)CN(C)CCOc2ccccc2)ccc1Br,-12,2.0,12,-0.5,-4,-1,-0.8,7,1.7,-1
CCOC(=O)C1CCN(C(=O)CCNC(=O)Cn2cnc3ccccc3c2=O)CC1,-1,4.2,1,-2.4,-6,-5,0.6,1,0.1,-2
CC(=C1SC(=S)NC1=O)c1ccccc1,-16,3.3,16,-0.5,8,1,·,-4,·,12
COc1ccc(-n2c(Cc3cccn3C)nnc2SCC(=O)Nc2cccc(OC)c2)cc1,-13,1.7,13,0.3,-13,0,5.1,0,1.9,2
COCCN(C(=O)CCC(=O)Nc1ccccn1)C(C(=O)NCCC(C)C)c1ccc(OC)cc1 (centres undefined),0,-0.3,0,-0.7,·,2,1.9,-6,2.9,-1
OC(COc1ccc2c(c1)OCO2)CN1CCCC1 (centres undefined),-17,2.8,17,-1.0,-1,-1,1.4,2,1.1,-1
OC(C#CCN1CCCC1)c1ccccc1 (centres undefined),-7,4.3,7,-0.8,14,-2,0.8,-6,-2.9,0
Cc1cc(C)c2sc(N(CCCN(C)C)C(=O)c3ccc(S(=O)(=O)N4CCc5ccccc5C4)cc3)nc2c1,20,·,-20,-0.3,-89,-3,0.3,-8,-1.1,·
Cc1ccc(N2C(=O)C3C4C=CC(CNC(=S)Nc5ccc(F)cc5)(O4)C3C2=O)cc1 (centres undefined),59,3.1,-59,-2.5,-5,-4,2.4,8,2.1,-1
CC(C)(C)OC(=O)CNC(=O)c1[nH]cnc1C(=O)NCC(=O)OCc1ccccc1,-15,0.6,15,0.0,1,-4,2.1,-3,-1.5,-4
COc1ccc(CCNS(=O)(=O)c2ccc(Cl)s2)cc1OC,8,1.3,-8,-3.0,0,-2,0.9,1,-2.6,·
O=C(O)c1ccc2oc(SCC(=O)N3CCCCC3)nc2c1,-6,2.7,6,-3.6,·,-3,1.4,-3,1.0,·
COC(=O)c1nn(-c2ccc(OC)cc2)c(=O)c2c(N)sc(C)c12,33,3.1,-33,-2.9,7,-1,-0.2,-2,0.4,-3
CCC(=O)N1CCc2cc(OC)c(OC)cc2C1COc1ccc(C(=O)OC)cc1 (centres undefined),30,4.0,-30,-1.2,5,4,1.3,1,-0.5,-3
O=C(O)C1=C[C@H](c2coc3ccccc3c2=O)C[C@H](OCCCCO)O1,-5,0.5,5,-1.0,2,-2,0.0,1,-0.9,-3
Cc1ccc(S(=O)(=O)N(C)c2ccc(NS(C)(=O)=O)cc2)cc1,-8,1.9,8,-0.1,·,-5,3.3,12,0.2,-2
O=C(CN1CCc2ccccc21)NC(=O)NC1CCCCC1,-17,1.7,17,-0.8,-9,-1,2.8,0,2.3,-1
O=C(NCC(=O)N1CCC(N2CCCCC2)CC1)C1CCCCC1,-4,3.4,4,·,·,-3,0.6,-4,0.2,·
CC1CN(C2CCCCC2)c2nc3c(c(=O)[nH]c(=O)n3C)n2C1 (centres undefined),-21,1.9,21,-0.3,-13,0,-0.4,6,-0.5,·
O=C(CC1c2ccccc2Oc2ccccc21)Nc1ccccc1F,32,3.9,-32,-0.1,-1,1,-0.8,5,-1.0,·
COc1ccccc1NC(=O)Cn1nnc(C(=O)Nc2ccccc2)c1N,·,2.2,·,-2.7,-13,-6,4.1,-6,0.2,-1
NS(=O)(=O)c1ccc(CCNC(=O)COC(=O)/C=C/c2cc(Br)ccc2F)cc1,·,0.3,·,·,·,·,0.1,·,-1.9,6
OCc1cn(-c2ccccc2)nc1-c1cccnc1,0,1.6,0,0.2,-1,-3,3.8,-2,0.3,·
COc1ccc(C(=O)OCC(=O)NCc2ccco2)cc1OC,-8,5.1,8,0.5,-19,-4,-0.8,-9,1.0,·
O=C(COC(=O)c1nc(Cl)ccc1Cl)c1ccc(Cl)s1,-21,0.9,21,-2.6,-7,-1,-0.6,3,0.6,-1
O=C(NC12CC3CC(CC(C3)C1)C2)C1CC(=O)N(c2ccc(Br)cc2)C1 (centres undefined),-17,·,17,-0.7,0,-1,3.4,-9,0.5,·
O=C1Nc2ccccc2S/C1=C/NCc1ccccc1Cl,2,5.0,-2,-1.7,15,-1,0.1,1,-1.6,·
COc1ccc(Nc2nc(C)cc(C)c2C(N)=O)c(OC)c1,0,1.9,0,-1.0,-2,-5,-0.4,4,-0.8,2
O=C(COC(=O)Cc1ccc(S(=O)(=O)N2CCOCC2)s1)NCc1ccc(Cl)cc1,-15,3.8,15,0.0,-1,·,-1.6,10,-3.2,·
Cc1ccc(C(=O)/C=C/Nc2cccc([N+](=O)[O-])c2)o1,18,2.4,-18,0.5,85*,-4,0.3,4,3.5,·
O=S1(=O)N=C(N2CCCC2)c2ccccc21,-14,2.3,14,-0.4,·,1,-0.6,-6,-0.3,0
COc1ccc(NC(=O)Nc2nnc(N3CCC(C)CC3)s2)cc1OC,3,1.3,-3,0.1,7,·,1.2,-5,-2.8,2
CCC(C)NC(=O)CS(=O)(=O)Cc1nc(-c2cccc(OC)c2)oc1C (centres undefined),16,2.9,-16,0.4,-3,·,-3.2,1,0.0,-2

# Some of the entries so far, with values under each structure:
# Second line of a record: SR-BI DiI inh | phage Ecoli inh | SR-BI uptake up | CAL PDZ FP-1 | MITF act | CAL PDZ FP-2 | AddAB inh | Tat transport | Ecoli viability | Wnt act
- OCc1cn(-c2ccccc2)nc1-c1cccnc1
→ 0 | 1.6 | 0 | 0.2 | -1 | -3 | 3.8 | -2 | 0.3 | ·
- COc1ccc(C(=O)OCC(=O)NCc2ccco2)cc1OC
→ -8 | 5.1 | 8 | 0.5 | -19 | -4 | -0.8 | -9 | 1.0 | ·
- O=C(COC(=O)c1nc(Cl)ccc1Cl)c1ccc(Cl)s1
→ -21 | 0.9 | 21 | -2.6 | -7 | -1 | -0.6 | 3 | 0.6 | -1
- O=C(NC12CC3CC(CC(C3)C1)C2)C1CC(=O)N(c2ccc(Br)cc2)C1 (centres undefined)
→ -17 | · | 17 | -0.7 | 0 | -1 | 3.4 | -9 | 0.5 | ·

# Later entries
SMILES,SR-BI DiI inh,phage Ecoli inh,SR-BI uptake up,CAL PDZ FP-1,MITF act,CAL PDZ FP-2,AddAB inh,Tat transport,Ecoli viability,Wnt act
CCOC(=O)c1c(C)[nH]c(C)c1C(=O)COC(=O)c1ccc(Cl)nc1,-5,1.9,5,-0.1,7,-4,-0.5,-1,2.3,1
O=C(NCC1CCCCC1)c1ccccc1[N+](=O)[O-],-15,0.7,15,-4.7,·,0,2.6,12,0.0,0
Cc1[nH]n2c(=O)c3c(nc2c1-c1cccc2ccccc12)CCC3,-31,-0.6,31,-3.7,·,2,-2.0,1,-3.7,-2
Cc1ccc(NC(=O)CN(C)CC(=O)Nc2ccccc2-c2ccccc2)cc1,4,2.1,-4,-4.2,1,0,2.7,0,-0.5,14
CCN(CC)CCN(C(=O)C1CCCCC1)c1nc2cc3c(cc2s1)OCO3,-19,3.3,19,-3.4,2,-1,0.4,8,2.1,-2
COc1ccc2c(c1OC)C(=O)OC2N1C(=O)CC[C@H]1C(=O)Nc1ccc2c(c1)OCO2 (some centres undefined),-8,2.8,8,-0.4,7,2,5.2,11,-1.2,-1
O=[N+]([O-])c1cc(-c2csc(NC(CO)c3nc4ccccc4n3CCOCCO)n2)ccc1Cl (centres undefined),-2,2.5,2,0.8,-15,-3,2.4,17,-1.6,-4
O=C(COC(=O)Cc1ccc([N+](=O)[O-])cc1)NC1CCCCCC1,7,0.5,·,-1.9,5,-3,-2.0,4,1.6,5
COC(=O)CCC(=O)Nc1cccc(Br)c1,-11,2.6,11,1.1,6,16,3.0,5,-0.4,·
Cc1ccc(-n2ncc3c(Nc4c(C)n(C)n(-c5ccccc5)c4=O)ncnc32)c(C)c1,-6,0.0,6,-0.4,7,-5,0.6,0,-0.7,·
